# From PubChem BioAssay
# NCOA2 inhibitor = human SRC2 (NCOA2) inhibition. AID 651957. inhibition, % at 9 µM. HEK293 GAL4-SRC2 luciferase reporter, luminescence. actives 0.17% (n = 370,000). Q15596;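 active = inhibition above the mean inhibition of all tested compounds plus 3 SD, set per campaign, cut at about 52% in these data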;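 also: 0% = DMSO treated cells and 100% = cells given Gossypol at 36 µM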
# NR5A2 inv ag = inverse agonists of human LRH-1 (NR5A2) | O00482 | HEK293T StAR-luciferase reporter, LRH-1 transfected, 24 h | inhibition, % at 3.6 µM | actives 0.13% (n = 360,000);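 active = inhibition above the mean inhibition of all tested compounds plus 3 SD, cut at about 73% in these data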;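 also: 0% = DMSO wells and 100% = reporter-only cells lacking LRH-1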
# LMP1 NFkB inh = Epstein-Barr LMP1 NF-kappaB reporter inhibition; LMP1-induced NF-kappaB luciferase reporter cells, luminescence; inhibition, % at 12.5 µM; actives 0.69% (n = 350,000); AID 504558; in the data active = inhibition above about 41%; inconclusive = no clear call, values can overlap the other calls;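 also: 0% = neutral control wells and 100% = reference inhibitor control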
# NR2F2 inh = blocks human COUP-TFII nuclear receptor; actives 0.7% (n = 370,000); AID 686940; P24468; inhibition, % at 8.6 µM; HEK293T NGFI-A luciferase reporter, luminescence;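 active = inhibition above a per-plate cutoff, mean inhibition of test wells between control levels plus 3 SD, cut at about 38% in these data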;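 also: cells cotransfected with COUP-TFII expression vector driving the NGFI-A reporter; 0% = median of COUP-TF2 test wells and 100% = reporter-only cells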
# TLR9-MyD88 block = blocks human TLR9 binding to MyD88; CHO BLA complementation TLR9-MyD88, CCF4 FRET ratio; inhibition, % at 4.98 µM; actives 0.21% (n = 340,000); AID 504734;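 active = inhibition above the mean over all tested compounds plus 3 SD, cut at about 21% in these data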;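 also: 0% = DMSO only wells and 100% = clavulanate BLA inhibitor control wells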
# Target sequence (Q99836 whole entry, looked up): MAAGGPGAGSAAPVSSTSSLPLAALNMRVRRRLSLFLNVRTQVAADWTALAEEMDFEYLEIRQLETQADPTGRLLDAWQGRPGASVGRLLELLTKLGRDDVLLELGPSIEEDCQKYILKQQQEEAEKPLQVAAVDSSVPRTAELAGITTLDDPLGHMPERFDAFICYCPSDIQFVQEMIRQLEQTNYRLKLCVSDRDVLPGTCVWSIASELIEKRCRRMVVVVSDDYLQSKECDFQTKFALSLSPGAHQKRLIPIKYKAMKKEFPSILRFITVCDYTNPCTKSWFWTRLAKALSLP
# Target sequence (Q9NR96 whole entry, looked up): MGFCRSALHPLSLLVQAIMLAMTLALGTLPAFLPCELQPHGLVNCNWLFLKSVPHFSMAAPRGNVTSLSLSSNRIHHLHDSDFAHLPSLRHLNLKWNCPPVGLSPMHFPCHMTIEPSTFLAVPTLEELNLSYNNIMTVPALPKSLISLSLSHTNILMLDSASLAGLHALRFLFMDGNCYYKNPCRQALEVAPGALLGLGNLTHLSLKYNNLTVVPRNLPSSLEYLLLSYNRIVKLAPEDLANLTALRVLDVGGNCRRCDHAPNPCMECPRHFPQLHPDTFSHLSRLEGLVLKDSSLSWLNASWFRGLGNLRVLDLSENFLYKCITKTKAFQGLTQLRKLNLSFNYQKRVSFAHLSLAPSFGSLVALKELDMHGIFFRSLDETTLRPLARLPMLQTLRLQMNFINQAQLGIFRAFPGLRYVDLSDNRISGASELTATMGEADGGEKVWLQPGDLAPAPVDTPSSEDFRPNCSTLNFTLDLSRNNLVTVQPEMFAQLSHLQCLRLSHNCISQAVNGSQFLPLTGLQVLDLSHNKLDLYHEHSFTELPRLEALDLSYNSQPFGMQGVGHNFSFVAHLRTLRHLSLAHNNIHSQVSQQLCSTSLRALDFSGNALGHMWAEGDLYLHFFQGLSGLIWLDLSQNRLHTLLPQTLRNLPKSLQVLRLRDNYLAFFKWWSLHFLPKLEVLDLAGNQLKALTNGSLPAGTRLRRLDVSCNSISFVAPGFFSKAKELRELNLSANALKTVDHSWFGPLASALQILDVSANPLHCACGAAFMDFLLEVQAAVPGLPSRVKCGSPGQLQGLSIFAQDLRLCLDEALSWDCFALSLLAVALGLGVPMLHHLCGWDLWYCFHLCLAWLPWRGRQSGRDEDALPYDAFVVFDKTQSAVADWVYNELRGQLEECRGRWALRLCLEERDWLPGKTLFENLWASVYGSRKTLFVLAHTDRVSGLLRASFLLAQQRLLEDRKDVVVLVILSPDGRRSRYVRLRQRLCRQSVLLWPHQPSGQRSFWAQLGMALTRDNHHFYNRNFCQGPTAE
# TROY signal inh = blocks TROY-dependent signaling in reporter cells; Q293 LMP1-TROYcd NF-kB luciferase reporter, 4 h; inhibition, % at 10 µM; actives 0.98% (n = 360,000);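 active = compounds whose plate-normalised and pattern-corrected inhibition of the luciferase reporter signal at the single screening dose is 50% or more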
# NCOA1 inh = human NCOA1 inhibition. Q15788. HEK293 GAL4-SRC1 luciferase reporter, luminescence. inhibition, % at 3.6 µM. actives 0.12% (n = 360,000);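 active = inhibition above the campaign mean plus 3 SD, with each screening campaign given its own cutoff, cut at about 60% in these data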;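 also: 0% = DMSO treated cells and 100% = gossypol at 36 µM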
# Vif imaging = HIV Vif inhibition. HEK293T cells, Vif self-association by quenched fluorescence, imaging, 24 h. inhibition, % at 7.49 µM. actives 0.35% (n = 340,000). AID 602346; in the data active = inhibition above about 50%, passing the limit was not always enough; inconclusive = no clear call, values can overlap the other calls; inactive = below about 31%; also: some results filed as inactive read as strong as hits
# NCOA3 inh = inhibitors of human steroid receptor coactivator 3 (SRC3) | Q9Y6Q9 | HEK293 GAL4-SRC3 luciferase reporter, luminescence | inhibition, % at 3.6 µM | actives 0.17% (n = 360,000) | AID 588352;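 active = inhibition above a per-campaign cutoff, the mean of all compounds plus 3 SD, cut at about 60% in these data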;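 also: 0% = DMSO-treated cells and 100% = gossypol-treated cells at 36 µM; higher means less SRC3-driven luciferase light from the GAL4 reporter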
# NOD2 RIPK2 PPI = inhibitors of human NOD2-RIPK2 interaction; O43353; CHO BLA complementation NOD2-RIPK2, CCF4 ratio; AID 624267; actives 0.38% (n = 360,000); inhibition, % at 4.98 µM; in the data active = inhibition above about 21%;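 also: 0% = vehicle only and 100% = reference blocker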
# C8 TRAIL sens = caspase-8 TRAIL sensitization | NB7+C8 cells + TRAIL, ATPlite viability luminescence | inhibition (viability loss, TRAIL sensitization), % at 10 µM | actives 1% (n = 360,000);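 active = compounds causing at least 50% loss of cell viability in the single-dose screen, relative to plate controls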
# * = called active by the depositor; ? = inconclusive; / = no result given; & = joins results of further samples.
SMILES,NCOA2 inhibitor,NR5A2 inv ag,LMP1 NFkB inh,NR2F2 inh,TLR9-MyD88 block,TROY signal inh,NCOA1 inh,Vif imaging,NCOA3 inh,NOD2 RIPK2 PPI,C8 TRAIL sens
Cc1ccc(-c2csc3ncnc(NS(=O)(=O)c4ccc(Cl)cc4)c23)cc1,-9,5,5,-8,2,45,-7,-19,7,-6,-4
Cc1ccccc1N1C(=O)C2ON(c3ccccc3)C(c3ccncc3)C2C1=O (stereo not drawn),8,-6,-3,13,-12,-22,-16,1,12,-1,19
CC1(C)NC(=O)N(CCCCOc2ccc(Cl)cc2C=O)C1=O,-13,-3,-3,12,3,20,3,9,-11,-4,-10
O=c1cn[nH]c2ccccc12,-18,-18,0,11,15,-7,-18,-9,-21,3,0
COc1ccc(N2CCN(S(=O)(=O)c3ccc4c(c3)NC(=O)C(C)C(=O)N4)CC2)cc1 (stereo not drawn),10,3,6,-13,-1,13,4,-3,6,-6,0
COc1ccc(NC(=O)CN(C)Cc2cccs2)cc1Cl,-3,9,-2,-29,-7,-41,-9,21,2,6,7
CC(C)(COC(=O)C(c1ccccc1)c1ccccc1)CN1CCOCC1,-3,17,-2,-4,-6,-9,-12,5,-10,2,-1
CC(NC(=O)C(=O)N1CCCCC1)C(c1cccs1)N1CCN(c2ccccc2F)CC1 (stereo not drawn),-9,7,2,4,7,5,-10,-4,-10,3,-8
Cc1ccsc1-c1nc(CN2C[C@@H](C)O[C@@H](C)C2)c(C)o1,-30,14,-4,-8,-7,2,-5,4,6,-3,1
CC(NCCOc1ccccc1F)C(=O)Nc1ccc(S(N)(=O)=O)cc1 (stereo not drawn),3,16,9,-42,3,9,3,3,3,0,-13
COc1ccc(S(=O)(=O)N(C)C[C@H]2Oc3ccc(NC(=O)c4ccncc4)cc3C(=O)N([C@H](C)CO)C[C@@H]2C)cc1,-1,-10,-4,2,-4,-15,-2,-1,-1,-1,7
CC1CCCC(C)N1/N=C/c1ccccc1Br (stereo not drawn),15,-9,2,9,7,0,6,-6,0,-2,-7
Cc1ccc(N(C)S(=O)(=O)c2cccc(C(=O)N(C)Cc3cnn(-c4ccccc4)c3)c2)cc1,19,0,-7,-3,4,28,-14,-24,7,-2,11
O=C(COC(=O)CCC1CCCC1)Nc1ccccc1Sc1ccccc1,17,-5,-2,-8,-4,-4,-4,-1,-4,-5,-1
Cc1ccc(CN2CCSc3ccc(C(=O)NCCCN4CCOCC4)cc32)cc1,28,-3,-2,20,-6,-4,14,-3,-6,-4,8
CCOC(=O)C1(Cc2ccccc2C)CCCN(C(=O)c2ccc(C(C)=O)s2)C1 (stereo not drawn),-5,-4,-4,13,-9,-11,-1,6,-9,-9,6
Cc1cc(-c2cccs2)c2c(n1)sc1c(=O)[nH]c(=O)[nH]c12,-4,-1,5,-3,2,2,18,4,12,-7,23
CCOC(=O)/C(C#N)=C1/SC(CCO)C(=O)N1c1ccccc1 (stereo not drawn),-61,-29,-4,7,-5,8,3,10,11,1,-13
Cn1c(CSCC(=O)Nc2ccccc2)nnc1SCc1ccccc1,-8,5,-11,-4,7,-14,-12,-13,-10,-5,7
COc1cc(C(=O)NC(=S)N2CCCCCC2)cc(OC)c1OC,-8,10,8,-5,-4,6,-4,-13,6,-4,8
COC(=O)[C@H]1C[C@H](C(=O)O)[C@@H](C)C1(C)C,-10,9,2,-24,6,-11,2,0,-4,3,-1
CCOc1ccc(C(C)NC(=O)C2CCCC2)cc1 (stereo not drawn),-10,-11,-2,6,-1,12,-5,5,9,-7,-31
COc1ccc2c(c1)C1C=CCC1C(c1cc3c(cc1Br)OCO3)N2 (stereo not drawn),-50,43,-3,18,15,-16,-6,8,-11,13,7
O=C(O)CCCNC(=O)c1ccc(NC(=O)Cc2ccc(Cl)cc2)cc1,-17,1,-5,-4,-5,7,-11,6,-2,4,7

# Some of the entries above, reformatted:
# Every second line gives: NCOA2 inhibitor, NR5A2 inv ag, LMP1 NFkB inh, NR2F2 inh, TLR9-MyD88 block, TROY signal inh, NCOA1 inh, Vif imaging, NCOA3 inh, NOD2 RIPK2 PPI, C8 TRAIL sens
- CCOc1ccc(C(C)NC(=O)C2CCCC2)cc1 (stereo not drawn)
    -10, -11, -2, 6, -1, 12, -5, 5, 9, -7, -31
- COc1ccc2c(c1)C1C=CCC1C(c1cc3c(cc1Br)OCO3)N2 (stereo not drawn)
    -50, 43, -3, 18, 15, -16, -6, 8, -11, 13, 7

# Additional compounds.
SMILES,NCOA2 inhibitor,NR5A2 inv ag,LMP1 NFkB inh,NR2F2 inh,TLR9-MyD88 block,TROY signal inh,NCOA1 inh,Vif imaging,NCOA3 inh,NOD2 RIPK2 PPI,C8 TRAIL sens
COc1cc(NC(=O)c2ccccc2)c(OC)cc1NC(=O)CN1C(=O)NC2(CCCCC2C)C1=O (stereo not drawn),-32,15,4,9,0,-20,-2,-4,9,0,-2
Nc1cc(=O)[nH]c(SCC(=O)Nc2cc(S(=O)(=O)N3CCCCC3)ccc2Cl)n1,1,9,-2,-2,4,-3,-1,-1,-24,0,-2
C[C@H](CO)N1C[C@H](C)[C@@H](CN(C)C(=O)c2cnccn2)Oc2cc(C#CCC3CCCC3)ccc2S1(=O)=O,15,5,2,12,-9,-1,-10,-1,-1,8,-12
C#CCNC(=O)C[C@@H]1C[C@@]2(C(=O)OCC)CCCC=C2N(Cc2ccco2)C1=O,5,-2,/,1,/,2,/,/,/,-3,-8
O=C(O)c1cc(S(=O)(=O)NCCCN2CCCC2=O)ccc1Cl,3,5,-2,13,-1,-11,3,0,10,3,12
Cc1ccc(N2C(=O)C(Cl)=C(Nc3c(C)n(C)n(-c4ccccc4)c3=O)C2=O)cc1,-2,0,-14,13,-5,-17,3,/,2,-3,-1
CC(=O)Oc1cc2c(cc1Cl)C1(CC(c3ccccc3Cl)O2)CC(C)(C)NC(=S)N1 (stereo not drawn),3,25,-8,4,-16,50,16,-3,26,1,-10
COCCNC(=O)c1onc(CS(=O)(=O)c2cc(C)cc(C)c2)c1C(=O)NCCOC,-10,13,-1,-1,0,2,-11,10,19,2,2
CS(=O)(=O)NCCC1=CCCCC1,7,5,-1,-3,0,-21,-10,-3,7,-2,-10
Cc1ccc(OCc2cc(C(=O)NC3CCOC3)no2)cc1C (stereo not drawn),-21,9,-20,6,15,-16,-5,22,-9,0,-3
N#C/C(=C\c1ccc(-c2ccc(Br)cc2)o1)C(=O)NCCc1c[nH]c2ccccc12,3,7,-22,1,-2,13,-2,0,1,-1,8
CCOC(=O)Cc1[nH]nc2c1C(c1cccc(OC)c1OC)C(C#N)=C(N)O2 (stereo not drawn),0,7,1,2,-1,3,-10,3,42,0,-2
CN(C)c1cccc(C(=O)OCC(=O)N(Cc2ccccc2)C2CCS(=O)(=O)C2)c1 (stereo not drawn),-20,-7,5,3,-10,-13,-33,-5,4,8,-3
COc1ccc(NC(=O)CN2C(=O)NC(C)(C3CCCCC3)C2=O)c(OC)c1 (stereo not drawn),17,-1,5,1,0,-17,0,-5,5,9,-17
CCOC(=O)CNC(=S)N(CCCN1CCCCC1)Cc1cccs1,13,3,5,-6,7,1,-4,?,22,5,0
O=C1CCCCC1Sc1ccc(Cl)cc1[N+](=O)[O-] (stereo not drawn),-23,1,-2,-2,-9,4,7,-6,17,-10,0
CC(=O)N(C(C)=O)N1C(=O)/C(=C/c2ccc(Cl)cc2)SC1=S,/,-12,-1,/,-4,-32,0,-4,23,-6,-2
CCCC(C(=O)NC1CCCC1)N(CCN(CC)CC)C(=O)c1snc(C(N)=O)c1N (stereo not drawn),12,8,-2,-1,11,13,-2,31,-10,8,-18
Cc1cc(N/N=C2/CCCc3ccccc32)nc2ccccc12,-49,-3,-60,-15,5,7,-6,-2,-21,2,13
CC1(c2nnc(-c3cccc(Cl)c3)o2)CC(c2cccc([N+](=O)[O-])c2)=NO1 (stereo not drawn),-18,7,2,-3,4,-3,-9,/,-19,10,13
CCCC1=Nc2cc(C(=O)NCCCN3CCOCC3)ccc2Sc2ccccc21,12,6,-3,-2,0,-15,-5,21,-1,5,12
CC(=O)Nc1ccc(N/C=C/C(=O)c2ccc(C)cc2)cc1,-36,-20,-17,8,-4,-29,-18,2,-43,2,-5
Cc1ccc(S(=O)(=O)CC(=O)Nc2nc3ccc(S(N)(=O)=O)cc3s2)cc1,-13,19,5,-2,4,6,-10,8,-17,2,8
CCCCCCNC(=O)Cc1c(O)c2ccccc2[nH]c1=O,4,7,-1,12,0,/,0,12,-4,-11,-5
COc1ccc(NC(=O)Cn2nc(C(=O)O)c3ccccc3c2=O)cc1OC,-13,1,-9,-7,-1,7,-63,-11,-23,4,14
O=C(O)CCc1ccc(-c2ccc(Cl)cc2)n1Cc1ccco1,-27,-7,-5,-3,1,-12,-12,0,14,-8,-9
COC(=O)/C=C1\N/C(=N\c2nc(C)cc(C)n2)N(c2ccc(C)cc2)C1=O,8,2,5,-1,-5,0,6,-2,18,2,3
OC(c1ccc(F)c(F)c1)c1nc(-c2ccncc2)cs1 (stereo not drawn),-3,26,/,25,/,6,8,-21,0,-1,3
CC(C)CC1Nc2ncnc(N3CCOCC3)c2N(Cc2ccc(Cl)cc2)C1=O (stereo not drawn),-16&3,-14&-6,-7,4&-4,8,-2&11,-4&14,14,-1&14,8&0,-7&-7
OC(c1ccc(F)c(F)c1)c1nc(-c2cccc(F)c2)cs1 (stereo not drawn),-29,18,/,-3,/,-9,-35,-1,-12,2,-13
CCn1c(CCCc2ccc(OC)c(C)c2)n[nH]c1=S,-11,2,-8,2,-7,3,11,1,13,-4,-2
Cc1cc2nc(-c3ccco3)cc(C(F)(F)F)n2n1,-3,-17,8,12,7,-2,2,11,-8,-10,5
COC(=O)N/N=C/c1ccc([N+](=O)[O-])o1,-18,17,0,-11,-2,-22,-27,22,3,-5,3
O=C(CN1CCN(Cc2ccccc2)CC1)NC(=O)NC1CCCCC1,-9,2,3,-3,-12,1,4,7,-3,0,3
Cc1cccc(-c2nc3c(c(=O)c4ccccc4n3C)c(=O)n2-c2ccccc2)c1,5,0,5,-19,1,2,15,1,23,2,-1
CCOc1ncccc1C(=O)Nc1nc(SC)ns1,-19,-56,-33,-31,4,-76,-31,-8,-44,-4,-4
COc1ccccc1N(CC(O)Cn1ccnc1C)S(=O)(=O)c1ccc(C)cc1 (stereo not drawn),-12,11,-7,9,9,14,9,-2,13,0,-2
CCN(Cc1ccncc1)C(=O)c1cc(COc2ccc(F)cc2Cl)on1,10,-32,2,1,-9,-12,-18,-11,3,-12,5
O=C1CN(CC(=O)NC(=O)NCc2ccccc2)CCN1,18,-5,-3,-8,6,-90,-12,-25,4,-2,-2
COc1ccc(C(=O)c2cc([N+](=O)[O-])ccc2N2CCCC2)cc1,4,22,0,-4,9,0,10,0,12,-9,-8
O=C(NCCO)c1c(O)c2cccc3c2n(c1=O)CC3,-36,-11,-7,-8,-2,3,-4,-4,-7,9,-8
COc1ccc([N+](=O)[O-])cc1N(CC(=O)NC1CCCC1)S(C)(=O)=O,-4,7,-4,4,-3,-16,-3,-3,17,-1,-11
CCNc1nc(NC(C)C)nc(OCCNS(=O)(=O)c2cc(C)ccc2C)n1,-10,-1,-4,13,-3,5,-18,8,0,-5,0

# This is a subset (hit frequency here may not be typical).
